NR2F2 inh – NR2F2 transcriptional activity inhibitors, primary screen, cell-based, luciferase reporter, HEK293T, luminescence; HEK293T NGFI-A luciferase reporter; inhibition, % at 8.6 µM; 370,000 tested, 0.7% active;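 active = inhibition above a per-plate cutoff, mean inhibition of test wells between control levels plus 3 SD, cut at about 38% in these data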;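 also: cells cotransfected with COUP-TFII expression vector driving the NGFI-A reporter; 0% = median of COUP-TF2 test wells and 100% = reporter-only cells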
Target sequence (P24468 whole entry, looked up): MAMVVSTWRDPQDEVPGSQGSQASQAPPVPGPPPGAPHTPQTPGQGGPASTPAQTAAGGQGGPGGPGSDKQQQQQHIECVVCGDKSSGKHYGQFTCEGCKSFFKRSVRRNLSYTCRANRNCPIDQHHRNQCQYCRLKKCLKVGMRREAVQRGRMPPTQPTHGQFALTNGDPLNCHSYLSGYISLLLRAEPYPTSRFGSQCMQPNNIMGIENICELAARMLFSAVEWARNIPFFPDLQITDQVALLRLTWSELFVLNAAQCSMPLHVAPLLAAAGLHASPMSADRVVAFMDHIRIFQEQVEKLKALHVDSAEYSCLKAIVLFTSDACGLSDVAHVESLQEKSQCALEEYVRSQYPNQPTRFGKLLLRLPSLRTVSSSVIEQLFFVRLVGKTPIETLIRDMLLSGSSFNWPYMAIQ
NCOA3 inh – SRC3 coactivator transcriptional activity inhibitors, primary screen, cell-based, luminescence; HEK293 GAL4-SRC3 luciferase reporter; 360,000 tested, 0.17% active; Nuclear receptor coactivator 3 (Homo sapiens), Q9Y6Q9; inhibition, % at 3.6 µM;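 active = inhibition above a per-campaign cutoff, the mean of all compounds plus 3 SD, cut at about 60% in these data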;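 also: 0% = DMSO-treated cells and 100% = gossypol-treated cells at 36 µM; higher means less SRC3-driven luciferase light from the GAL4 reporter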
C8 TRAIL sens – viability loss with TRAIL in NB7+C8 cells, primary screen, TRAIL sensitizer project, cell-based, ATPlite luminescence; inhibition (viability loss, TRAIL sensitization), % at 10 µM; 360,000 tested, 1% active;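 active = compounds causing at least 50% loss of cell viability in the single-dose screen, relative to plate controls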
TWEAK-Fn14 inh – inhibitors of TWEAK-Fn14 signaling, primary screen, luciferase reporter cells, uHTS; TWEAK-stimulated Fn14 reporter cells, luciferase luminescence, 8 h; inhibition, % at 10 µM; 360,000 tested, 2% active; AID 1159606, 2016; in the data active = inhibition above about 50%
LMP1 NFkB inh – EBV LMP1-driven NF-kappaB luciferase reporter inhibitors, primary screen, cell-based, luminescence, single point | LMP1-induced NF-kappaB luciferase reporter cells | inhibition, % at 12.5 µM | 350,000 tested, 0.69% active | AID 504558, 2011; in the data active = inhibition above about 41%;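 also: 0% = neutral control wells and 100% = reference inhibitor control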
Shn3 3UTR inh – reduction of Shn3 3'UTR firefly luciferase signal, primary screen, Schnurri-3 inhibitor project, cell-based, Clone20 osteoblasts, set 2. Clone20 osteoblast Shn3 3'UTR firefly luciferase, 24 h. inhibition, % at 12.5 µM. 360,000 tested, 0.52% active;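 active = mean inhibition of at least 75% with every replicate also reaching 75%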;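 also: 0% = median of neutral control wells and 100% = pilot-screen positive control compound; some compounds past the cut are filed as inactive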
KKLEB cytotox – cytotoxicity in KKLEB CF airway cells, primary screen, cytotoxicity control for CF NF-kB inhibitor project, cell-based, uHTS, fluorescence assay plates; KKLEB CF airway cells viability, ATPlite luminescence, overnight; stronger effect = lower value; cells stimulated with P. aeruginosa culture filtrate; activity change (cytotoxicity), % at 5 µM; 360,000 tested, 0.36% active; AID 602141, 2011;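 active = corrected activity change at or below -50% at 5 µM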
CF NFkB inh – inhibitors of PAF-induced NF-kB signaling, primary screen, cell-based, GFP fluorescence, uHTS. KKLEB NF-kB-GFP reporter, GFP fluorescence overnight. inhibition, % at 5 µM. 360,000 tested, 0.86% active. AID 588850, 2011;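 active = at least 50% inhibition at 5 µM, scaled per plate between neutral and stimulator controls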;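 also: PAF is a Pseudomonas aeruginosa culture filtrate used as stimulus; plate controls were PAF-stimulated DMSO wells for no effect and unstimulated DMSO wells for full effect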
LRH-1 inv ag – LRH-1 (NR5A2) inverse agonists, primary screen, cell-based, luminescence, HEK293T, StAR-luciferase reporter. LRH-1 transfected, 24 h. 360,000 tested, 0.13% active. inhibition, % at 3.6 µM;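 active = inhibition above the mean inhibition of all tested compounds plus 3 SD, cut at about 73% in these data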;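 also: 0% = DMSO wells and 100% = reporter-only cells lacking LRH-1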
Target sequence (O00482 whole entry, looked up): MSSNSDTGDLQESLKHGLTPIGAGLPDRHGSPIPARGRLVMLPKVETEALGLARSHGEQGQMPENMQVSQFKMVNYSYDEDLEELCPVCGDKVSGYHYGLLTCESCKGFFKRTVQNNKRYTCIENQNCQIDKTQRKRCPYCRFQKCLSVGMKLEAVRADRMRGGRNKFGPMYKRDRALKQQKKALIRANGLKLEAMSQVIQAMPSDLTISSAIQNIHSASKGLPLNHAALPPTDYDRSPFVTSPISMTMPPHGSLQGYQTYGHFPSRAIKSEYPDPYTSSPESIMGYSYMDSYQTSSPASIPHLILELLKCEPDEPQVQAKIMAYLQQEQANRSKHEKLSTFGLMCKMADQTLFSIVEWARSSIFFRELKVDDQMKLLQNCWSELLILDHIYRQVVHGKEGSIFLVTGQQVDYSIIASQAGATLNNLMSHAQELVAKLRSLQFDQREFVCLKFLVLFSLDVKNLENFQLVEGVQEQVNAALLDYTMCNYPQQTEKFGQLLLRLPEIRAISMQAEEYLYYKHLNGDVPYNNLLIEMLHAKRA
SRC1 inh – SRC1 coactivator transcriptional activity inhibitors, primary screen, cell-based, luminescence; Nuclear receptor coactivator 1 (Homo sapiens), Q15788; HEK293 GAL4-SRC1 luciferase reporter; AID 588354, 2011; inhibition, % at 3.6 µM; 360,000 tested, 0.12% active;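 active = inhibition above the campaign mean plus 3 SD, with each screening campaign given its own cutoff, cut at about 60% in these data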;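 also: 0% = DMSO treated cells and 100% = gossypol at 36 µM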
TROY signal inh – inhibitors of TROY-driven NF-kB signaling, primary screen, Q293 LMP1-TROYcd cells, NF-kB luciferase, uHTS | inhibition, % at 10 µM | 360,000 tested, 0.98% active | Q293 LMP1-TROYcd NF-kB luciferase reporter, 4 h;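 active = compounds whose plate-normalised and pattern-corrected inhibition of the luciferase reporter signal at the single screening dose is 50% or more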
* hit, by the source's call; nt = not tested or not shown. These rows are one share of the data; rates above refer to the full screens.

SMILES	NR2F2 inh	NCOA3 inh	C8 TRAIL sens	TWEAK-Fn14 inh	LMP1 NFkB inh	Shn3 3UTR inh	KKLEB cytotox	CF NFkB inh	LRH-1 inv ag	SRC1 inh	TROY signal inh
COc1ccc(NC(=O)CN2C(=O)/C(=C3\SC(=S)N(CCC(=O)O)C3=O)c3ccccc32)cc1	nt	5	5	13	-4	14	0	8	-13	-4	22
CCOc1cc(Br)ccc1S(=O)(=O)N1CCC(C(N)=O)CC1	0	15	-18	4	7	3	8	-5	4	-5	14
COc1cc(NC(=O)Cn2cnc3c(nc4n3CCCCC4)c2=O)cc(OC)c1OC	-13	2	13	-16	3	5	8	-7	-2	14	4
Cc1ccc(-c2cnc3cccnn23)cc1F	-2	-23	11	18	nt	-9	2	17	-17	-5	-43
CCN(CC)C(=O)[C@H]1CC(CC(=O)NCc2ccco2)C(=O)N2CCc3c([nH]c4ccccc34)[C@]12C (stereo not given in full)	1	-3	11	3	-4	2	3	-8	0	8	9
Cc1nc(Nc2ccccc2Br)c2nnn(Cc3ccccc3)c2n1	13	-12	-10	5	3	12	-16	5	24	7	-2
CCN1C(=O)C(=CC=CN(C)c2ccccc2)SC1=S	-45	-116	16	-21	-55	-43	6	-108	-134	-76	-31
O=C(O)c1sc2cc(C(F)(F)F)cnc2c1-c1ccccn1	-14	14	-2	9	3	5	1	10	11	7	-15
O=C(NCCCn1ccnc1)c1ccc(Cl)cc1[N+](=O)[O-]	6	0	-8	-15	-3	-5	5	-6	4	-22	7
Cc1ccc(S(=O)(=O)Nc2ccc(C(=O)N3CCCC3)cc2)cc1	-18	18	9	-2	-1	-15	7	9	20	-36	24
CCc1ccc(C(O)c2ncc(-c3cccc(F)c3)[nH]2)cc1 (stereo not given)	-9	-7	-4	0	nt	6	3	-5	-7	-16	-21
Nc1cccc(C#Cc2ccc3c(=O)c4ccccc4oc3c2)c1	-89	-23	21	12	-16	-78	-2	-40	1	-90	47
Cc1cc(C)n(CCc2nc(-c3cccs3)cs2)n1	5	6	12	-1	-6	-16	5	-14	-31	-4	-20
CCN(CC)CCNC(=O)c1ccccc1C(=O)c1ncc[nH]1	16	11	4	0	3	-8	1	11	-12	-2	12
C/C(=N\Nc1cccc([N+](=O)[O-])c1)c1cc(F)ccc1O	-43	-34	-3	-61	-17	-93	-2	-30	-5	-58	-31
Cc1c(/C(O)=C2/C(=O)C(=O)N(CCN3CCOCC3)C2c2ccco2)cnn1-c1ccccc1 (stereo not given)	60*	46	7	85*	12	-8	-2	-1	20	43	74*
COc1cccc(OC)c1C(=O)NC(=O)Nc1c(F)cc(F)cc1F	-26	0	4	-2	2	5	7	-23	0	6	-26
COc1ccc(CNC(=O)COC(=O)CN2C(=O)NC3(CCCC3)C2=O)cc1	-13	9	-11	-4	2	-12	-12	-20	11	-15	-11
CC(=O)c1cccc(NC(=S)N2CCN(S(=O)(=O)c3ccc(F)cc3)CC2)c1	-17	3	-11	-9	-4	-18	8	12	1	6	-3
Cc1cc(NC(=O)CSc2nc(-c3ccc(Cl)cc3)cs2)no1	1	6	1	1	8	-3	-32	12	5	10	8
CC(Oc1ccc(Br)cc1)C(=O)NCC1(N2CCCCC2)CCCCC1 (stereo not given)	-4	3	-2	4	-13	1	0	3	1	0	-7
Cc1cccc(C)c1-n1nnnc1C(c1ccnc2ccccc12)N1CCOCC1 (stereo not given)	-7	nt	9	9	nt	nt	nt	nt	-7	nt	5
CCC(=O)NCCc1nc2ccccc2n1CC	3	-2	-7	0	-4	10	20	-14	8	16	-5
COc1ccc(Cl)cc1NC(=O)CC1S/C(=N/N=C2CCCCCC2)NC1=O (stereo not given)	7	-2	11	33	-12	0	1	-22	-4	-17	-4
COc1ccc(CCCc2nnc(SCC(=O)Nc3ccc(OC)cc3)o2)cc1	-4	0	3	-11	-10	-14	6	-20	14	-17	1

(cont.)
SMILES	NR2F2 inh	NCOA3 inh	C8 TRAIL sens	TWEAK-Fn14 inh	LMP1 NFkB inh	Shn3 3UTR inh	KKLEB cytotox	CF NFkB inh	LRH-1 inv ag	SRC1 inh	TROY signal inh
COc1ccc(CNC(=O)c2cc(-c3ccc(OC)c(OC)c3)on2)cc1	-15	-10	22	-25	-12	-1	13	-49	-7	-30	-27
Cc1ccn2c(NC3CCCC3)c(-c3cccs3)nc2c1	-5	-3	0	-1	-8	-10	6	-8	-16	-26	-35
CCOC(=O)C1=NOC2(C1)C(=O)Nc1ccc(OC)cc12 (stereo not given)	-19	nt	-1	-8	nt	nt	nt	nt	-19	nt	7
Cc1ccc(CNC(=O)COC(=O)c2c(C)noc2C)cc1	-4	-12	12	-3	-4	1	-4	3	-14	0	-1
Cc1cc(C)n(CC(=O)c2ccccc2)c(=O)c1C#N	1	-5	-7	5	3	10	15	-26	-5	-1	-9
CCOc1ccc(NC(=O)N2CCC(NC(=O)c3ccco3)CC2)cc1	-4	15	-6	-16	-3	11	-5	-9	4	-19	-12
Cc1ccc(-c2nnc(-c3cccc4ccccc34)o2)cc1	-31	-89	53*	-20	-31	-31	-29	11	8	-66	-83
CCOC(=O)N1CCN(C(=O)CS(=O)Cc2nc(-c3ccc(OC)c(OC)c3)oc2C)CC1 (stereo not given)	13	-21	-8	-7	1	6	-7	19	6	8	-9
O=C(Nc1cccc(OCC(=O)N2CCOCC2)c1)C1CCCCC1	9	-4	-5	-1	-1	-3	4	-5	14	-22	14
CCOc1cc2[nH]c(=S)n(Cc3ccc(C(=O)NCCCN4CCOCC4)cc3)c(=O)c2cc1OCC	0	-7	-17	-15	-5	17	8	8	2	-12	-1
COc1ccc(CCNC(=O)COc2ccc(S(=O)(=O)NC(C)C)cc2Cl)cc1OC	nt	21	-3	-12	7	2	7	-2	-12	11	-9
O=C(O)CCC(=O)Nc1ccc(N2CCOCC2)cc1	-4	-1	23	-11	3	1	8	4	1	-11	-12
Cc1cc(N2CCC(C)CC2)nc2ccc(N3C(=O)CCC3=O)cc12	4	7	-13	-2	-7	-12	2	-16	-1	-14	-21
O=C(c1cc(F)c(F)c(F)c1F)N1CCN(Cc2ccc3c(c2)OCO3)CC1	-3	7	9	-10	0	30	-11	11	-2	-21	4
CN(C)S(=O)(=O)c1cccc(NC(=S)NC23CC4CC(CC(C4)C2)C3)c1	-3	6	6	62*	9	19	13	-3	-13	-4	9
Cn1c(=O)oc2cc(S(=O)(=O)Nc3ccc4c(c3)OCO4)ccc21	-7	-9	6	8	5	-2	-5	12	15	-14	-27
COc1ccc(CCNC(=O)Cc2ccc(NS(=O)(=O)c3ccc(F)cc3)cc2)cc1OC	13	10	5	-9	-2	-2	9	0	5	-9	-8
CSc1ncc(C(=O)Nc2cccc(C)c2C)c(C)n1	21	3	-1	-8	-3	-19	-2	-2	0	3	-8
CC(=O)c1ccc(-c2nnc(CCC(=O)N(C)Cc3cnc4ccccn34)o2)s1	-5	-5	4	-20	-2	7	-21	-1	-4	3	1
CCSCC(C)(C)n1[nH]c2ccccc2c1=O	-6	-3	-14	-16	3	-9	-1	-8	19	-16	-28
Cn1c(NCCN2CCCCC2)cc(=O)n(C)c1=O	12	9	-5	-1	-4	-3	-6	3	5	-8	0
CCOC(=O)CSc1nc(-c2ccccc2)nc2ccc(F)cc12	2	7	2	-3	0	-9	-4	5	16	3	-4
Cc1cc(Br)ccc1NC(=O)CN1C(=O)CCC1=O	7	15	-14	2	-7	-5	10	-14	52	-5	-6
OCc1nc2ccccc2n1C/C=C/c1ccccc1	-5	3	19	-17	-19	12	5	-4	15	-12	-26
Cc1cccc(CN2C(=O)c3ccccc3S(=O)(=O)c3ccc(C(=O)NCCCN4CCCC4)cc32)c1	14	19	2	1	nt	-2	-11	-16	7	15	-23

Retrieved by structure from above:
SMILES	NR2F2 inh	NCOA3 inh	C8 TRAIL sens	TWEAK-Fn14 inh	LMP1 NFkB inh	Shn3 3UTR inh	KKLEB cytotox	CF NFkB inh	LRH-1 inv ag	SRC1 inh	TROY signal inh
Cc1cccc(CN2C(=O)c3ccccc3S(=O)(=O)c3ccc(C(=O)NCCCN4CCCC4)cc32)c1	14	19	2	1	nt	-2	-11	-16	7	15	-23
Cc1ccc(-c2nnc(-c3cccc4ccccc34)o2)cc1	-31	-89	53*	-20	-31	-31	-29	11	8	-66	-83

More entries follow.
SMILES	NR2F2 inh	NCOA3 inh	C8 TRAIL sens	TWEAK-Fn14 inh	LMP1 NFkB inh	Shn3 3UTR inh	KKLEB cytotox	CF NFkB inh	LRH-1 inv ag	SRC1 inh	TROY signal inh
COc1ccc(CN2CCN(C(C)C)C(CCO)C2)cc1Cn1cncn1 (stereo not given)	0	5	1	6	1	-5	-8	4	4	-2	11
COc1ccccc1NS(=O)(=O)c1cccc2cccnc12	-4	-1	13	-4	3	9	-7	-8	-5	-7	-7
COc1ccccc1C1CC(c2ccccc2)=NN1S(=O)(=O)c1ccccc1 (stereo not given)	-3	22	9	2	-3	22	-8	8	1	-7	-15
CC(=O)OCC(=O)Nc1ccccc1C	-5	-3	-6	6	-6	6	9	-12	17	2	26
CCNC(=S)NNc1nc(N2CCOCC2)nc(N2CCOCC2)n1	8	-4	-2	1	-1	8	13	-2	-7	-53	-10
O=C(c1ccccc1)c1nccc2ccccc12	-10	12	-5	2	2	-3	-3	3	-14	-6	-8
Cc1ccn2c(=O)c(C(=O)NC3CCCCC3C)c(O)nc2c1 (stereo not given)	-20	-5	23	-9	-12	7	-10	6	-4	-13	-3
COC(=O)c1sccc1NC(=O)c1c(C)cc(=O)oc1C	-2	7	6	-7	1	18	-4	-4	6	-11	16
Cc1ccc(-c2nc3c(C)cc(Br)cn3c2Cc2ccccc2)cc1	-6	nt	-15	13	nt	nt	nt	nt	16	nt	-10
CC(C)NC(=O)CS(=O)(=O)c1ccccc1	-6	7	8	1	1	-24	7	-20	4	-8	-13
CCOC(=O)c1c(N)sc(C(O)(C(F)(F)F)C(F)(F)F)c1-c1ccc(OC)cc1OC	-13	-9	-14	-9	4	8	6	9	20	15	11
O=C(CCC(=O)N1CCOc2ccc(Cl)cc21)NCCCN1CCOCC1	-2	-5	4	3	0	-1	7	19	14	5	-4
Cc1oc(-c2ccccc2F)nc1CSCC(=O)NCc1ccc2c(c1)OCO2	-6	3	-4	15	1	-7	3	-10	20	-20	-9
O=C(COc1ccccc1[N+](=O)[O-])Nc1ccc(Br)cc1	-41	-56	-19	-38	-42	-109	-5	-36	-98	-107	-79
Cc1ccc(Cl)cc1NC(=O)C[n+]1ccc(Cc2ccc([N+](=O)[O-])cc2)cc1	-2	16	5	10	2	-8	-4	9	12	-10	-14
CCC(=O)N1CCc2cc(OC)c(OC)cc2C1COc1ccccc1OC (stereo not given)	-19	5	1	-27	2	-39	6	6	6	2	19
COC(=O)[C@]12CCCCC=C1N(Cc1ccco1)C(=O)[C@H](CC(=O)NCc1cccs1)C2	-15	nt	-4	0	nt	nt	nt	nt	-6	nt	7
